bIAP inh – intestinal alkaline phosphatase (bovine) inhibition. inhibition, % at 20 µM. purified bovine IAP, CDP-star luminescence, 30 min. 190,000 tested, under 10 active;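 active means over 50% inhibition of intestinal alkaline phosphatase at 20 µM in the single-dose screen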
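test system = bovine IAP enzyme | medium = DEA buffer 100 mM, pH 9.8, with MgCl2 1.0 mM, ZnCl2 0.02 mM | detection = luminescence | dosing = single compound dose of 20 µM, 2% DMSO final | incubation = 30 min reaction at room temperature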
Efa HMGR inh – blocks class II HMG-CoA reductase of Enterococcus faecalis. purified E. faecalis HMGR, NADPH absorbance 340 nm kinetic. inhibition, % at 10 µM. 0.41% of 190,000 active;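 active means inhibition above a set limit, the median over all tested compounds plus 3 SD, cut at about 9.5% in these data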;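 further: enzyme runs in reverse so mevalonate oxidation gives rising NADPH absorbance; 0% = complete reaction with DMSO and 100% = background rate lacking mevalonate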
PPARg SRC-3 ag – agonists of human PPARgamma SRC-3 coactivator recruitment; 0.26% of 200,000 active; AID 731; biochemical PPARgamma/SRC-3 coactivator recruitment assay; activation, % at 8 µM; in the data active means activation above about 23%;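 further: 0% = DMSO and 100% = reference agonist; some compounds past the cut are filed as inactive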
Target sequence (P37231 whole entry, looked up): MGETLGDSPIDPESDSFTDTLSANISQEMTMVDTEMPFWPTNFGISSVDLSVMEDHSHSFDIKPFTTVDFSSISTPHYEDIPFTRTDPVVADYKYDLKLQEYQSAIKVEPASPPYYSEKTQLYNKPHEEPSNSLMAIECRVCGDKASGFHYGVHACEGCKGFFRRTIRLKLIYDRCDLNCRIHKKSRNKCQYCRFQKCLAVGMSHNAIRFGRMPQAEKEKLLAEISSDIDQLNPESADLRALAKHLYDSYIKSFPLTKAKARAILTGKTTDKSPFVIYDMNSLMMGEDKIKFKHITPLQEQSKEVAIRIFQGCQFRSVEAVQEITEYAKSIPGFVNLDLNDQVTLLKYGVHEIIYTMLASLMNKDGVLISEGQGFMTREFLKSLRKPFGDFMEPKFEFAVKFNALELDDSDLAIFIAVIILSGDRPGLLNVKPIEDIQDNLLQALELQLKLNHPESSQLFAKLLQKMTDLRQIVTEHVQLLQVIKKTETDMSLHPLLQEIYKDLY
RAM inhibit – yeast RAM network inhibition. S. cerevisiae dse1pr::URA3 reporter, 5-FOA growth OD615, 2 d; analog-sensitive cbk1-as2 kinase mutant strain. inhibition, % at 50 µM. 1.8% of 190,000 active. AID 868;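 active means inhibition above a set limit, 3 SD over mean compound inhibition, cut at about 8.4% in these data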;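 further: 0% = DMSO-only wells with no growth and 100% = 10 µM 1-NA-PP1 full growth; inhibition rescues growth on 5-FOA so higher OD means more RAM inhibition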
DTT redox prof – compounds producing H2O2 with reducing agent – biochemical, NIH compound library profiling, artefact control for MLSCN library redox annotation, primary screen. DTT-dependent redox cycling H2O2, phenol red/HRP absorbance; 100% = 100 µM peroxide control, 0% = buffer. activation, % at 10 µM. 0.03% of 200,000 active. AID 878;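 active means activation of at least 50% relative to the plate's high and low controls in the primary single-dose screen; inactive means activation below 50%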;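 further: compound incubated with DTT at 0.8 mM final as the reducing agent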
PPARg SRC1 recr – PPARgamma-driven SRC-1 recruitment agonism; P37231; activation, % at 8 µM; 0.41% of 200,000 active; PPARgamma-SRC-1 coactivator recruitment biochemical assay; in the data active means activation above about 19%;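 further: 0% = DMSO and 100% = reference agonist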
TR-FRET SRC-2 ct – flags TR-FRET format artefacts in PPARgamma SRC-2 recruitment agonist screen; TR-FRET artefact counter-screen; active compounds read high; TR-FRET ratio at 8 µM; 0.4% of 200,000 active; AID 1049; in the data active means TR-FRET ratio above about 2000; further: inactives centre near 1500
L major viab – reduces viability of Leishmania major promastigotes | 9% of 200,000 active | resazurin fluorescence viability | AID 1063 | inhibition, % at 10 µM; in the data active means inhibition above about 50%;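 further: promastigotes grown with compound for 44 hours at 28 °C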
ROMK primary – modulators of human ROMK potassium channel. P48048. Tet-inducible ROMK, thallium flux fluorescence; actives lie on both sides. B-score at 10 µM. 2% of 130,000 active. AID 1918;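 active means signal ratio slope over the read window, or its plate-corrected B-score, at least 3 SD from the plate mean, either direction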;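 further: B-score of the F/F0 ratio slope over 7 to 12 s after thallium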
S1P3 antagonist – S1P3 (human) receptor antagonism. CHO S1P3 NFAT-BLA reporter, FRET fluorescence, antagonist mode. inhibition, % at 4.98 µM. 0.27% of 170,000 active. AID 485;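 active means inhibition above the plate cutoff, the mean inhibition of test wells on that plate plus 3 SD, cut at about 28% in these data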;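 further: cells challenged with S1P at its EC80 of 0.8 µM; blue over green emission ratio from cleaved BLA substrate after 4 h stimulation; 0% = S1P-stimulated wells and 100% = unstimulated DMSO-only wells; some compounds past the cut are filed as inactive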
Target sequence (Q99500 whole entry, looked up): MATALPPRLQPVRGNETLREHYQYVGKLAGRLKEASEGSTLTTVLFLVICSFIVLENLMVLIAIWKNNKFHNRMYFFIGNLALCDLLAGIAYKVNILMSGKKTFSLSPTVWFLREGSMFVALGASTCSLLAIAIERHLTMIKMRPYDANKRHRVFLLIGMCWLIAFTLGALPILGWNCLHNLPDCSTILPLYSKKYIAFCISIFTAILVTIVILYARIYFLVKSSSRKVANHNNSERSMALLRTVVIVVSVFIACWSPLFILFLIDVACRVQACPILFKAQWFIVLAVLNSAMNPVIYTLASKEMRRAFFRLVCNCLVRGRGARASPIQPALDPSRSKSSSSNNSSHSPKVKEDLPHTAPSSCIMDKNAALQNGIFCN
PPARg SRC-2 ag – promotes SRC-2 coactivator recruitment by human PPARgamma. PPARgamma LBD-SRC-2 recruitment, biochemical. activation, % at 8 µM. 0.34% of 200,000 active; in the data active means activation above about 22%;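 further: 0% = vehicle and 100% = reference agonist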
An asterisk follows results filed as active; x = no result given.

SMILES	bIAP inh	Efa HMGR inh	PPARg SRC-3 ag	RAM inhibit	DTT redox prof	PPARg SRC1 recr	TR-FRET SRC-2 ct	L major viab	ROMK primary	S1P3 antagonist	PPARg SRC-2 ag
Cc1ccc(C(=O)OC2OC(=O)C(Cl)=C2N2CCOCC2)cc1 (stereo not drawn)	1	1	-1	0.3	-0.2	11	1475	-5	-0.19	9	7
O=C1C2C3c4ccccc4C(c4ccccc43)C2C(=O)N1c1ccncc1 (stereo not drawn)	4	1	3	1.5	-0.7	3	1673	6	1.1	-9	9
CCCCCCCOC1(c2ccccc2)OC(=O)c2ccccc21 (stereo not drawn)	28	1	7	0.8	-3.5	-2	1532	-1	-0.22	x	3
CC(=O)Nc1cccc(NC(=O)c2c(-c3c(Cl)cccc3Cl)noc2C)c1	-12	-3	-1	1.4	1.3	-2	1457	2	-0.0041	-19	-5
O=C(O)CC(c1cccc2ccccc12)N1Cc2ccccc2C1=O (stereo not drawn)	-20	1	1	2.0	0.0	-4	1482	-5	0.61	-6	-1
Cn1cnnc1SCC(=O)N1CCc2ccccc21	13	-1	7	-0.7	0.1	3	1556	-4	2.2	x	0
CC(=O)c1ccc(OC(C)C)c(CN2CCCCC2)c1	5	-4	-10	-0.1	2.5	3	1547	27	x	4	0
O=C(Nc1ccccc1N1CCCC1)c1cccc(Cl)c1Cl	-8	-1	2	2.7	-0.1	0	1699	5	-0.005	11	8
O=C(COC(=O)C1CCN(S(=O)(=O)c2cccs2)CC1)NCc1ccccc1	0	-7	-1	0.5	-0.3	1	1643	0	-0.011	-8	1
COc1ccc(NC(=O)c2ccc3c(c2)NC(=O)CO3)cc1OC	9	-3	-2	4.0	-0.4	2	1408	6	x	-15	-1
Cc1ccc(C(=O)c2cc([N+](=O)[O-])ccc2N2CCCCC2)cc1	3	3	4	7.5	0.0	0	1543	26	1.8	11	4
CN1CCN(C(=O)C(Cc2ccccc2)NS(=O)(=O)c2ccc3c(c2)CCC(=O)N3)CC1 (stereo not drawn)	-5	-2	4	2.5	-0.7	2	1786	-3	x	16	5
CC1(C)CC(=O)C(CCCN2C(=O)c3ccccc3C2=O)C(=O)C1	-3	1	-3	1.3	2.1	-3	1518	-6	0.77	x	-4
COc1ccc(N2CCN(C(c3nnnn3CCc3ccccc3)C(C)C)CC2)cc1 (stereo not drawn)	5	-6	12	-0.6	-0.2	5	1563	89*	x	-20	2
Cc1cccn2c(=O)c3cc(C(=O)NCC4CCCO4)n(C)c3nc12 (stereo not drawn)	x	x	-16	x	0.7	2	1493	3	0.047	-12	4
CC(Oc1cccc(Cl)c1)C(=O)NCCCCc1ccccc1 (stereo not drawn)	-6	-13	1	1.6	0.4	4	1636	48	-0.46	1	-2
CCCc1nnc(NC(=O)CCC(=O)N2CCCCCC2)s1	8	1	7	0.5	0.0	-1	1499	1	-0.62	-25	-9
CN(CCOC(=O)c1ccc2c(c1)OCCO2)C(C)(C)C	-8	-8	12	0.6	-0.9	-3	1440	5	-0.025	x	13
COc1ccc(CCNC(=O)C(=O)NCC2OCCN2S(=O)(=O)c2ccc(Br)cc2)cc1OC (stereo not drawn)	5	0	0	2.5	-0.5	2	1395	-5	-1.4	7	1
CN=C(Nc1cc(C)nn1-c1ccccc1)c1ccc(F)cc1	4	1	3	1.6	2.2	-4	1518	-7	x	-18	-2
FC(F)(F)c1ccc(N2CCOCC2)c(NC2=NCCCCC2)c1	-9	-11	15	-1.3	1.8	9	1669	-5	x	-12	8
O=C(Cn1cc2c(n1)CCCCC2)NC1CCCCCC1	11	-1	3	1.6	-2.6	0	1489	23	x	-22	-3
COc1cc(NC(=O)C2CCCN(c3ncccn3)C2)cc(OC)c1 (stereo not drawn)	-16	1	9	-1.6	-1.8	-2	1526	-1	x	x	-4
O=C(NCCc1ccccc1)C(=S)N1CCCCC1	0	-6	1	-0.2	-0.1	-2	1736	1	0.77	-3	-2
CCC(C)NC(=O)CS(=O)Cc1nc(-c2cccc(OC)c2)oc1C (stereo not drawn)	3	-4	2	0.0	-1.0	4	1510	-6	x	-20	-9
CC(=O)c1c(C)[nH]c(C(=O)NCc2ccccc2Cl)c1C	-18	-1	-1	1.6	0.8	-3	1552	6	-0.6	-11	-2
Cc1ccc(NCc2n[nH]c(=S)n2-c2ccccc2)cc1Cl	-5	1	4	2.1	-1.4	3	1446	-7	x	-5	-6
Cc1c(Cl)c(=O)oc2cc(OC(C)C)ccc12	x	-3	-6	2.0	0.0	-5	1568	19	x	5	-2
COCc1c(C(=O)OCC(=O)NCCN2C(=O)CSC2=O)oc2ccccc12	5	0	4	1.1	-1.7	6	1746	-6	0.98	-11	13
CCn1nnnc1NC(=O)c1cccc(OC)c1	-2	-6	5	1.1	-0.4	11	1775	-8	0.5	-3	7
CC(=O)N(Cc1cc(=O)[nH]c2ccccc12)c1cccc(C)c1	2	-7	6	3.0	-0.3	-3	1430	-3	-0.035	-16	-4
CCCn1c(/C=C/c2ccccc2)nc2ccccc21	21	0	5	1.3	-4.2	4	1606	88*	x	x	11
COc1ccc(CCNC(=O)CCCCCN2C(=O)c3ccccc3C2=O)cc1OC	-3	-7	2	2.2	-0.6	7	1598	-5	-0.13	0	4
Cc1cc(C(=O)N2CCN(C(c3ccccc3)c3ccccc3)CC2)no1	-3	-1	-1	-0.5	3.7	2	1357	45	x	-16	-2
O=C(CN(Cc1ccco1)S(=O)(=O)c1ccccc1)N/N=C/c1cccc(O)c1	21	1	-3	2.1	-0.1	6	1519	7	-0.86	x	14
COc1ccc(O)c(N)c1	-11	-1	8	0.6	-0.2	4	1519	98*	x	-10	3
Cc1ccc(C)c(OCCn2cc(/C=C(/C#N)C(=O)NCC3CCCO3)c3ccccc32)c1 (stereo not drawn)	12	0	4	8.8*	0.2	4	1554	98*	x	-16	4
Fc1ccc(C(c2nnnn2Cc2cccs2)N2CCN(C3CCCC3)CC2)cc1 (stereo not drawn)	-3	0	1	0.9	1.2	0	1352	12	x	-17	3
CCCCNC(=O)CNC(=S)N(CCCN1CCOCC1)Cc1cccs1	-33	-3	4	1.2	-0.2	-1	1615	-4	-0.82	-2	-1
O=C(COc1ccc(Br)cc1)Nc1ccccc1N1CCCC1	0	-2	2	1.6	-1.3	6	1709	-7	0.12	-18	6

Part of the list above in order of count of non-hydrogen atoms, highest first:
SMILES	bIAP inh	Efa HMGR inh	PPARg SRC-3 ag	RAM inhibit	DTT redox prof	PPARg SRC1 recr	TR-FRET SRC-2 ct	L major viab	ROMK primary	S1P3 antagonist	PPARg SRC-2 ag
Cc1ccc(C)c(OCCn2cc(/C=C(/C#N)C(=O)NCC3CCCO3)c3ccccc32)c1 (stereo not drawn)	12	0	4	8.8*	0.2	4	1554	98*	x	-16	4
Fc1ccc(C(c2nnnn2Cc2cccs2)N2CCN(C3CCCC3)CC2)cc1 (stereo not drawn)	-3	0	1	0.9	1.2	0	1352	12	x	-17	3
O=C(CN(Cc1ccco1)S(=O)(=O)c1ccccc1)N/N=C/c1cccc(O)c1	21	1	-3	2.1	-0.1	6	1519	7	-0.86	x	14
COCc1c(C(=O)OCC(=O)NCCN2C(=O)CSC2=O)oc2ccccc12	5	0	4	1.1	-1.7	6	1746	-6	0.98	-11	13
CCCCNC(=O)CNC(=S)N(CCCN1CCOCC1)Cc1cccs1	-33	-3	4	1.2	-0.2	-1	1615	-4	-0.82	-2	-1
O=C(COc1ccc(Br)cc1)Nc1ccccc1N1CCCC1	0	-2	2	1.6	-1.3	6	1709	-7	0.12	-18	6
Cc1ccc(NCc2n[nH]c(=S)n2-c2ccccc2)cc1Cl	-5	1	4	2.1	-1.4	3	1446	-7	x	-5	-6
CC(=O)c1c(C)[nH]c(C(=O)NCc2ccccc2Cl)c1C	-18	-1	-1	1.6	0.8	-3	1552	6	-0.6	-11	-2
CCCn1c(/C=C/c2ccccc2)nc2ccccc21	21	0	5	1.3	-4.2	4	1606	88*	x	x	11
CCn1nnnc1NC(=O)c1cccc(OC)c1	-2	-6	5	1.1	-0.4	11	1775	-8	0.5	-3	7
Cc1c(Cl)c(=O)oc2cc(OC(C)C)ccc12	x	-3	-6	2.0	0.0	-5	1568	19	x	5	-2
COc1ccc(O)c(N)c1	-11	-1	8	0.6	-0.2	4	1519	98*	x	-10	3

(listing goes on)
SMILES	bIAP inh	Efa HMGR inh	PPARg SRC-3 ag	RAM inhibit	DTT redox prof	PPARg SRC1 recr	TR-FRET SRC-2 ct	L major viab	ROMK primary	S1P3 antagonist	PPARg SRC-2 ag
O=C(O)c1cc(-c2ccccc2)nc2ccccc12	9	-3	2	2.1	0.0	6	1571	-7	x	4	4
COc1ccc(OC)c(/C=C2\S/C(=N/NC(=O)c3ccc4ccccc4c3)NC2=O)c1	x	-4	0	7.9	0.9	2	1677	-3	x	-17	-1
CCOc1ccc(C(=O)Nc2ccccc2NC(C)=O)cc1OCC	8	-4	1	1.9	-0.5	-3	1643	0	1.4	-1	7
CCN(C(C)=O)c1nnc(CSc2nc3ccccc3s2)s1	-1	-4	-6	-0.2	1.0	0	1504	-3	x	-4	-2
CC(C)C(NC(=O)c1ccccc1Br)c1ccccc1 (stereo not drawn)	-3	3	4	2.3	0.1	2	1498	-8	-1.7	7	4
CC(=O)Nc1ccc(SCC(=O)Nc2cc(C(C)(C)C)nn2-c2ccccc2)cc1	-10	-1	0	2.6	-0.2	12	1631	13	-0.25	-2	5
O=C(CN1CCN(c2ccccc2F)CC1)NC(=O)NCc1ccco1	-1	-3	5	0.4	-0.5	2	1615	-5	0.0046	0	-1
CC(C)Cc1[nH]c(=O)c(C#N)c2c1COC(C)(C)C2	10	0	8	1.2	-0.2	6	1589	-4	0.098	x	10
Nc1nc(SCC(=O)N2N=C3/C(=C/c4ccco4)CCCC3C2c2ccco2)n[nH]1 (stereo not drawn)	-25	-1	6	2.0	-0.9	7	1651	7	-2	x	4
CN1CCN(C(=O)c2cc3sccc3n2CC(=O)c2ccccc2)CC1	1	-8	6	0.5	12	1	1478	7	x	-30	3
CCn1c(CSc2nc3ccccc3[nH]2)nc2cc(C(=O)O)ccc21	-14	-2	-8	-0.1	-1.2	-1	1465	-4	0.025	x	-2
CN(C(=O)C1CCN(S(=O)(=O)c2cccs2)CC1)C1CCCCC1	15	-1	5	1.7	1.2	3	1655	-8	x	2	-6

Bioassay records from PubChem.
